Mdm2 MdmX PPI: inhibitors of human Mdm2-MdmX association, primary screen, cell-based, luminescence, split luciferase, SaOS-2, uHTS; inhibition, % at 8 µM; Protein Mdm4 (Homo sapiens) + E3 ubiquitin-protein ligase Mdm2 (Homo sapiens), …; SaOS-2 split-luciferase Mdm2/MdmX complementation; actives 3% (n = 330,000); AID 485346, 2010;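 active = inhibition of at least 50% at 8 µM in the primary screen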
Target sequence (O15151 whole entry, looked up): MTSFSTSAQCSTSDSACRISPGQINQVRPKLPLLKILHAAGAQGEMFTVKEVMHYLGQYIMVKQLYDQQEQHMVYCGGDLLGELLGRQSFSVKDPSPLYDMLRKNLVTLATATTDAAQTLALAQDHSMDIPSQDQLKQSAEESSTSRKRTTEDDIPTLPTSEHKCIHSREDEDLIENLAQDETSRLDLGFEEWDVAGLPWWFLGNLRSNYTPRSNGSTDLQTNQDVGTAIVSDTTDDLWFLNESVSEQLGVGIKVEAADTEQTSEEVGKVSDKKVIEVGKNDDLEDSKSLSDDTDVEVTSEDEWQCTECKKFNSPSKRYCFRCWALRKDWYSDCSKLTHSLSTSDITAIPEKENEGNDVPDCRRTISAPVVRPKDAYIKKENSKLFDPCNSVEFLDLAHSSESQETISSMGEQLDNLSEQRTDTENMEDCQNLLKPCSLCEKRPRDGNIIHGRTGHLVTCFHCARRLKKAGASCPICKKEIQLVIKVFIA
Target sequence (Q00987 whole entry, looked up): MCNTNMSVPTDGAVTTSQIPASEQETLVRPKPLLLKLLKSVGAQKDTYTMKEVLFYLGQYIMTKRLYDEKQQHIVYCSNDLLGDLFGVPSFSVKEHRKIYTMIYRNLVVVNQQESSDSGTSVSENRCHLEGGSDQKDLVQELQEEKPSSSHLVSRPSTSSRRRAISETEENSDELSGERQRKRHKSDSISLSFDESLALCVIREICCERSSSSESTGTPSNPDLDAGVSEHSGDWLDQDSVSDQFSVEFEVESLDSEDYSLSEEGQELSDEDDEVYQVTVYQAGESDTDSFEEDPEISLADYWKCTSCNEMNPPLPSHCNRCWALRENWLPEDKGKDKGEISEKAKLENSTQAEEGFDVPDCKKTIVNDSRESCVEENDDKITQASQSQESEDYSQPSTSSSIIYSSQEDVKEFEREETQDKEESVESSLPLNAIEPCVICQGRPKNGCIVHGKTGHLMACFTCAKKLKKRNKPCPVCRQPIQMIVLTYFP
APJ agonist: agonists of human apelin receptor APJ, primary screen, CHO-K1 cells, PathHunter beta-arrestin, luminescence | activation, % at 20 µM | AID 2520, 2010 | actives 0.11% (n = 330,000) | P35414 | 0% DMSO wells, 100% apelin;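 active = activation more than six SD over the plate average, tested at 20 µM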;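 also: 0% = DMSO alone and 100% = apelin-13 at 10 nM; some results filed as inactive read as strong as hits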
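Material: engineered CHO-K1 APJ arrestin reporter cells; amount: 1000 CHO-K1 reporter cells seeded per well; incubation: compound stimulation 90 min at 25 °C, detection 60 min; signal: luminescent beta-gal fragment complementation, chemiluminescent substrate; read-out basis: APJ agonist activity; controls: DMSO-only wells as negative, 10 nM Apelin-13 as positive control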
XBP1 UPR activ: activators of adaptive XBP1 UPR arm, primary screen, cell-based, CHO-XBP1 luciferase reporter, luminescence, uHTS; actives 0.33% (n = 330,000); AID 463104, 2010; activation, % at 20 µM; IRE1-XBP1 UPR activation; percent of tunicamycin response, DMSO as zero;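 active = versus positive control, 20 µM dose yields 30% or more activation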;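 also: 100% = tunicamycin at 10 µg/mL and 0% = DMSO only wells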
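Assay system: IRE1-XBP1 luciferase reporter CHO line. Input: 1000 cells/well. Buffer or medium: F12 with 10% serum. Doses: 20 µM, 1% DMSO. Times: overnight seeding at 37 °C, 6 h compound treatment at 37 °C. Technique: Steady-Glo luciferase glow luminescence, 10 min after reagent addition.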
tim23-1 inh: growth inhibitors of tim23-1 mutant yeast, primary screen, luminescence, uHTS | S. cerevisiae tim23-1 growth, BacTiter-Glo luminescence, 24 h | inhibition, % at 20 µM | actives 1.3% (n = 330,000);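 active = growth inhibition of the mutant yeast at or above 50%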;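 also: temperature-sensitive mutant grown at 25 °C; plate controls were DMSO-treated mutant yeast for no effect and medium wells lacking yeast for full effect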
APJ antagonist: antagonists of human apelin receptor APJ, primary screen, CHO-K1 cells, beta-arrestin complementation, luminescence; inhibition, % at 20 µM; P35414; actives 0.32% (n = 330,000);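 active = inhibition above about 40% at 20 µM, limit read from the data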;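 also: cells challenged with 10 nM apelin-13 agonist together with compound; plate controls were apelin-13 plus DMSO wells for no effect and DMSO wells lacking apelin-13 for full effect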
697 NFkB inh: inhibitors of PMA/ionomycin-induced NF-kB reporter, 697 cells, primary screen, B-cell NF-kB inhibitor project, cell-based, luminescence, uHTS. 697 B-cell NF-kB luciferase reporter, 16 h. inhibition, % at 4 µM. actives 0.33% (n = 330,000). AID 435022, 2010; in the data active = inhibition above about 35%
Jurkat NFkB inh: inhibitors of induced NF-kB luciferase reporter, primary screen, TCR NF-kB activation inhibitor project, cell-based, luminescence, uHTS | Jurkat, PMA/ionomycin-induced NF-kB luciferase reporter | inhibition, % at 4 µM | actives 0.53% (n = 330,000); in the data active = inhibition above about 50%
CHOP UPR activ: activators of apoptotic CHOP UPR arm, primary screen, cell-based, CHO-CHOP luciferase reporter, luminescence, uHTS; activation, % at 10 µM; actives 0.34% (n = 330,000); UPR activation; percent of tunicamycin response over DMSO baseline;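 active = at 10 µM dose, activation of 40% or more, normalized to positive control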;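 also: 100% = tunicamycin at 10 µg/mL and 0% = DMSO alone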
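measured by = luciferase luminescence | assay system = CHO-CHOP cells, stable luciferase reporter of PERK-eIF2a-CHOP signalling | amount = 500 reporter cells seeded per well | timing = 6 h compound exposure at 37 °C after overnight seeding | controls = positive tunicamycin 10 µg/mL, negative DMSO alone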
An asterisk follows results filed as active.

Preview:
#1 CCOc1ccc(C(c2c(O)nc(SC)[nH]c2=O)c2c(O)nc(SC)[nH]c2=O)cc1
#2 O=C(NCc1ccccn1)Nc1ccc(Br)cc1Cl
#3 O=C(CCS(=O)(=O)c1ccc2c(c1)NC(=O)CO2)NCCc1ccc(Cl)cc1
#4 CCOC(=O)c1cc(-c2ccccc2)sc1NC(=O)CN1C(=O)NC(CC)(c2ccc(F)cc2)C1=O (centres undefined)
#5 CCOC(=O)/C(C(N)=NCCO)=C(/O)c1ccccc1
#6 O=[N+]([O-])c1cc(/C=N/N2CCOCC2)cs1

Screen / compound no. | 1 | 2 | 3 | 4 | 5 | 6
697 NFkB inh | 4 | -63 | 1 | -3 | -2 | 9
APJ agonist | 1 | 13 | 1 | 1 | -1 | -3
APJ antagonist | 10 | 13 | -10 | 2 | 21 | 9
Jurkat NFkB inh | 10 | -33 | 2 | -10 | 15 | 10
CHOP UPR activ | -1.2 | 4.9 | 2.7 | -0.2 | 3.0 | 0.7
XBP1 UPR activ | 1 | 3 | -7 | -1 | -2 | -2
tim23-1 inh | 13 | 13 | 5 | 15 | 5 | 30
Mdm2 MdmX PPI | 4 | -8 | -3 | 27 | -15 | -3

Main list (from the top)
#1 CCOc1ccc(C(c2c(O)nc(SC)[nH]c2=O)c2c(O)nc(SC)[nH]c2=O)cc1
#2 O=C(NCc1ccccn1)Nc1ccc(Br)cc1Cl
#3 O=C(CCS(=O)(=O)c1ccc2c(c1)NC(=O)CO2)NCCc1ccc(Cl)cc1
#4 CCOC(=O)c1cc(-c2ccccc2)sc1NC(=O)CN1C(=O)NC(CC)(c2ccc(F)cc2)C1=O (centres undefined)
#5 CCOC(=O)/C(C(N)=NCCO)=C(/O)c1ccccc1
#6 O=[N+]([O-])c1cc(/C=N/N2CCOCC2)cs1
#7 C=CCN(C(=O)c1ccc(Cl)cc1)c1ccccc1C(=O)NCC(=O)O
#8 COc1ccc(Nc2nnc(-c3ccc(O)cc3)c3ccccc23)cc1
#9 Cc1ccc(NS(=O)(=O)c2cccc(C(=O)NCC(c3ccc(F)cc3)N3CCOCC3)c2)cc1 (centres undefined)
#10 CCCCc1cc2ccccc2c(OCCN(C)C)n1

Screen / compound no. | 1 | 2 | 3 | 4 | 5 | 6 | 7 | 8 | 9 | 10
697 NFkB inh | 4 | -63 | 1 | -3 | -2 | 9 | -6 | 26 | 2 | -6
APJ agonist | 1 | 13 | 1 | 1 | -1 | -3 | 1 | -2 | 9 | -7
APJ antagonist | 10 | 13 | -10 | 2 | 21 | 9 | 6 | 6 | -2 | -13
Jurkat NFkB inh | 10 | -33 | 2 | -10 | 15 | 10 | 0 | 5 | -6 | -15
CHOP UPR activ | -1.2 | 4.9 | 2.7 | -0.2 | 3.0 | 0.7 | 0.4 | 1.1 | 0.7 | -0.3
XBP1 UPR activ | 1 | 3 | -7 | -1 | -2 | -2 | -2 | 0 | -1 | 0
tim23-1 inh | 13 | 13 | 5 | 15 | 5 | 30 | 4 | -1 | 18 | 15
Mdm2 MdmX PPI | 4 | -8 | -3 | 27 | -15 | -3 | 20 | -1 | 13 | 19

In a second layout: results already given
cpd | SMILES | 697 NFkB inh | APJ agonist | APJ antagonist | Jurkat NFkB inh | CHOP UPR activ | XBP1 UPR activ | tim23-1 inh | Mdm2 MdmX PPI
6 | O=[N+]([O-])c1cc(/C=N/N2CCOCC2)cs1 | 9 | -3 | 9 | 10 | 0.7 | -2 | 30 | -3
7 | C=CCN(C(=O)c1ccc(Cl)cc1)c1ccccc1C(=O)NCC(=O)O | -6 | 1 | 6 | 0 | 0.4 | -2 | 4 | 20

(listing goes on)
#11 Cc1ccc(/C(COc2ccccc2O)=N\O)cc1
#12 CCN(CC)CCN(C(=O)c1c(F)cccc1F)c1nc2cc(C)cc(C)c2s1
#13 COc1ccc(-c2nnc(SCC#N)o2)cc1
#14 CCn1c(C)nc2cc(C(=O)NNC(=S)Nc3ccc(Cl)cc3Cl)ccc21
#15 CCOC(=O)Cc1csc(NC(=O)CSc2nc(-c3ccccc3)c(C#N)c(=O)[nH]2)n1
#16 Cc1ccc2nc(SCC(=O)NCCc3ccccc3)nc(=O)n2c1
#17 CSCC(=O)NC1CCCN(C2Cc3ccccc3C2)C1 (centres undefined)
#18 Cc1cccc(C)c1NC(=O)COC(=O)c1ccc2[nH]c3c(c2c1)CCCC3
#19 Cc1ccc2oc(=O)c3cc(C(=O)NCCCN4C(C)CCCC4C)sc3c2c1 (centres undefined)
#20 CN(Cc1ccccc1)C(=O)c1[nH]cnc1C(=O)N[C@@H](Cc1ccccc1)C(=O)OC(C)(C)C

Screen / compound no. | 11 | 12 | 13 | 14 | 15 | 16 | 17 | 18 | 19 | 20
697 NFkB inh | -6 | 3 | -12 | 7 | -11 | -18 | -4 | -6 | -12 | -12
APJ agonist | 0 | -5 | 1 | -5 | 4 | 1 | 2 | -1 | -4 | 4
APJ antagonist | 9 | 7 | -7 | 33 | -3 | -6 | 8 | -8 | 19 | 6
Jurkat NFkB inh | 4 | -1 | -4 | -11 | -1 | 4 | -1 | -8 | -16 | 4
CHOP UPR activ | 0.8 | 1.2 | -1.0 | 0.4 | -1.7 | 0.7 | -1.1 | 0.9 | -0.7 | -1.2
XBP1 UPR activ | 3 | -3 | 4 | -3 | -1 | 3 | -4 | -3 | -1 | -3
tim23-1 inh | 24 | 20 | 8 | 19 | 11 | -5 | 6 | 9 | -9 | 35
Mdm2 MdmX PPI | -4 | 17 | 0 | 1 | 1 | -7 | -18 | 1 | 38 | -7

#21 COc1ccc(-c2cc(C(=O)Nc3cc(C)nn3-c3ccccc3)no2)cc1OC
#22 CCc1ccc(N(CC(=O)NC)S(C)(=O)=O)cc1
#23 Cc1cccc(N(CC(O)CN2CCOCC2)S(=O)(=O)c2ccccc2)c1 (centres undefined)
#24 COc1cc(/C=N/NC(N)=S)ccc1OC(=O)c1ccc(C)cc1
#25 Cc1ccc(S(=O)(=O)NCCc2nc3ccccc3[nH]2)cc1
#26 Cc1ccc(C)c(/C(O)=C2/C(=O)C(=O)N(CCN3CCOCC3)C2c2ccc(C)o2)c1 (centres undefined)
#27 OC(COc1ccc2c(c1)OCO2)CN1CCN(c2ccccc2)CC1 (centres undefined)
#28 O=C(Cc1cccs1)NNC(=O)c1ccccc1Cl
#29 COc1ccc(O)c(/C=C(\C#N)C(=O)Nc2ccccn2)c1
#30 COc1ccc(NC2c3ccccc3C(=O)N2c2ccccn2)cc1 (centres undefined)

Screen / compound no. | 21 | 22 | 23 | 24 | 25 | 26 | 27 | 28 | 29 | 30
697 NFkB inh | 7 | 12 | -14 | 15 | -2 | 19 | 8 | 7 | -8 | 4
APJ agonist | -1 | -4 | 6 | -2 | -5 | 1 | -6 | -1 | 1 | -4
APJ antagonist | -3 | -8 | -7 | 14 | -32 | 14 | 8 | 8 | -20 | 5
Jurkat NFkB inh | 1 | 5 | 25 | 2 | 10 | 8 | 3 | 3 | 9 | 10
CHOP UPR activ | 0.4 | 1.8 | 2.5 | 29 | 1.9 | -1.0 | -0.4 | 2.1 | 7.0 | 2.0
XBP1 UPR activ | 1 | -1 | -6 | 28 | -1 | -2 | 0 | 3 | -2 | -4
tim23-1 inh | 8 | -3 | -8 | 2 | 0 | 16 | 10 | 9 | 6 | 31
Mdm2 MdmX PPI | 12 | -2 | 9 | 22 | 3 | 5 | 0 | 12 | -7 | -7

#31 c1ccc(Sc2ccccn2)cc1
#32 CCN1CCN(c2nc3c(c(=O)[nH]c(=O)n3C)n2CCCc2ccccc2)CC1
#33 Cc1cc(C)cc(N2CC34C=CC(O3)C(C(=O)OCC(=O)NCc3ccco3)C4C2=O)c1 (centres undefined)
#34 CCOC(=O)C1CCCN(Cc2cccc(Oc3ccccc3)c2)C1 (centres undefined)
#35 O=C(O)c1ccc(N2CCS(=O)(=O)CC2)cc1
#36 Oc1ccc(/C=N/Nc2cc(N3CCOCC3)nc(N3CCOCC3)n2)cc1O
#37 COc1ccc(NC(=O)c2ccc(NS(=O)(=O)c3c(C)noc3C)cc2)cc1OC
#38 COCCNc1nc(SCC(=O)N2CCN(c3ccccc3)CC2)nc2ccccc12
#39 C=CCOC(=O)C1=C(C)NC(=O)NC1c1cc2c(cc1Br)OCO2 (centres undefined)
#40 Cc1nc([N+](=O)[O-])c(N2CCOCC2)n1Cc1ccccc1

Screen / compound no. | 31 | 32 | 33 | 34 | 35 | 36 | 37 | 38 | 39 | 40
697 NFkB inh | 7 | 6 | 25 | -76 | 17 | -27 | -13 | -19 | -8 | 9
APJ agonist | -7 | -3 | -2 | 0 | -2 | 1 | -4 | -5 | 1 | 0
APJ antagonist | 24 | 15 | -5 | 17 | -5 | -6 | 15 | 5 | 16 | 19
Jurkat NFkB inh | 2 | 2 | -7 | -20 | 5 | -8 | -9 | 7 | 7 | -1
CHOP UPR activ | 1.4 | 0.8 | -3.8 | 3.5 | 0.6 | 268* | 1.0 | 1.1 | -1.1 | 1.5
XBP1 UPR activ | -2 | -3 | 0 | -2 | -1 | 59* | -2 | 1 | -2 | 0
tim23-1 inh | 2 | -9 | 17 | 11 | 5 | -4 | -3 | 3 | 1 | 2
Mdm2 MdmX PPI | 37 | 17 | 11 | -16 | -42 | -26 | -10 | 10 | 17 | -4

#41 O=C1c2cccc3c(O)ccc(c23)C(=O)N1Cc1ccccc1
#42 COc1ccccc1NS(=O)(=O)c1ccc(C)c(C(N)=O)c1
#43 N#CCCN(Cc1cccnc1)C(=O)c1sc2cc(F)ccc2c1Cl
#44 CC(=O)N1CCN(C(=O)COC(=O)CNC(=O)c2ccccc2C)CC1
#45 O=C(C1CC1)N1CCc2cc(S(=O)(=O)N3CCN(c4ccccc4)CC3)ccc21
#46 Cc1ccc(C)c(N2CCN(S(=O)(=O)c3c(C)[nH]c(C)c3C(=O)N3CCCC3)CC2)c1
#47 COCCN(Cc1ccccc1)P(=O)(O)c1ccccc1OCC(=O)O
#48 CCOC(=O)CSc1nc2cc(S(=O)(=O)Nc3ccccc3OC)ccc2o1
#49 CCCOc1ccccc1C1C(C(=O)OC)=CN(C(C)C)C=C1C(=O)OC
#50 O=C(/C=C1\NC2(CCCC2)Cc2ccccc21)C(=O)N/N=C/c1ccc(O)c(O)c1
#51 O=C(NCCCN1CCCC1=O)Nc1ccc([N+](=O)[O-])cc1

Screen / compound no. | 41 | 42 | 43 | 44 | 45 | 46 | 47 | 48 | 49 | 50 | 51
697 NFkB inh | -15 | 6 | -7 | 7 | -22 | -6 | 17 | 16 | 3 | -100 | 3
APJ agonist | 9 | 3 | -4 | -3 | -4 | -2 | -3 | -3 | -4 | -2 | -4
APJ antagonist | -39 | 16 | 5 | 12 | -2 | -1 | -8 | -21 | -7 | 5 | 6
Jurkat NFkB inh | -5 | 4 | -7 | 1 | 6 | 2 | 0 | 11 | -3 | 6 | -16
CHOP UPR activ | -0.9 | -2.0 | -1.7 | -0.6 | 0.9 | 0.6 | 0.2 | 1.0 | 0.6 | 124* | 0.2
XBP1 UPR activ | -5 | 0 | -4 | -5 | -5 | -1 | 2 | -4 | -3 | 92* | -6
tim23-1 inh | 0 | 4 | 11 | -4 | 15 | 8 | -6 | 40 | 47 | 19 | 22
Mdm2 MdmX PPI | 9 | 2 | 2 | 16 | 29 | 5 | 17 | 21 | 14 | 33 | -11

High-throughput results deposited in PubChem by Sanford-Burnham Center for Chemical Genomics.
